# Vif-A3G inh: qHTS for Inhibitors of Vif-A3G Interactions: qHTS. HeLa A3G-eYFP + Vif (tagged APOBEC3G with the HIV-1 protein that degrades it), YFP fluorescence, overnight. hit rate 0.076% among 410,000. Potency, µM (doses to about 46.1 µM), for inactives: top-dose activity, negative = active, actives largely listed as inhibitors;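 note: potency is the fitted concentration of half-maximal effect; % is set by controls: 0 for no effect and ±100 for the full control effect; nearly all actives have a fitted effect of over 60% in size; hits raise eYFP signal because A3G escapes Vif-driven loss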
# Target sequence (Q9HC16 whole entry, looked up): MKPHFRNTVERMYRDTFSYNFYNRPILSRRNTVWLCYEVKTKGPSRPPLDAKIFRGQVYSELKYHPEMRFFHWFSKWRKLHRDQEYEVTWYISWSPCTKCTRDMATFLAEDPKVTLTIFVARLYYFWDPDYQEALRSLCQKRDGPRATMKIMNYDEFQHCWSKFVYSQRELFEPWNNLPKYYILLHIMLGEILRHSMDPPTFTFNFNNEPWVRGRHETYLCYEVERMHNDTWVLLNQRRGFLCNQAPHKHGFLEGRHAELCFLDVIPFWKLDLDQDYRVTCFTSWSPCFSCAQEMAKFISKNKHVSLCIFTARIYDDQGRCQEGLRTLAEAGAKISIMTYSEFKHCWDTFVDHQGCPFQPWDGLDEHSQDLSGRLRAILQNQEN
#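 Read-out is eYFP fluorescence (Ex 488/Em 500-530) from Vif-expressing HeLa A3G-eYFP cells; more signal means A3G escaped Vif-mediated degradation. Cells plated overnight, compound pinned in, incubated overnight at 37 deg C.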
# ERG Ets-DNA blk: qHTS for Small Molecule Inhibitors of the ERG Ets/DNA interaction. hit rate 0.028% among 370,000. Potency, µM (highest dose often 76.9 µM), for inactives: top-dose FP activity, negative = inhibition, most hits filed as inhibitors. Transcriptional regulator ERG (Homo sapiens), P11308. AID 624246, 2012. fluorescence polarization, His-ERG Ets domain / labelled DNA; active = well fitted inhibition curve with a large enough effect in the polarisation, with a control signal flat; inconclusive = small, poorly fitted or top-dose-only effect, or effect the other way, or a change in a side signal; inactive = no such curve, though single readings can be large or run the other way; the % refers to the polarisation;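 note: polarization taken with two DNA probes labelled with fluorescein and Texas red; potency is the fitted concentration of half-maximal effect; % of control where 0% means no effect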
# Target sequence (P11308 whole entry, looked up, the tested form may be a part): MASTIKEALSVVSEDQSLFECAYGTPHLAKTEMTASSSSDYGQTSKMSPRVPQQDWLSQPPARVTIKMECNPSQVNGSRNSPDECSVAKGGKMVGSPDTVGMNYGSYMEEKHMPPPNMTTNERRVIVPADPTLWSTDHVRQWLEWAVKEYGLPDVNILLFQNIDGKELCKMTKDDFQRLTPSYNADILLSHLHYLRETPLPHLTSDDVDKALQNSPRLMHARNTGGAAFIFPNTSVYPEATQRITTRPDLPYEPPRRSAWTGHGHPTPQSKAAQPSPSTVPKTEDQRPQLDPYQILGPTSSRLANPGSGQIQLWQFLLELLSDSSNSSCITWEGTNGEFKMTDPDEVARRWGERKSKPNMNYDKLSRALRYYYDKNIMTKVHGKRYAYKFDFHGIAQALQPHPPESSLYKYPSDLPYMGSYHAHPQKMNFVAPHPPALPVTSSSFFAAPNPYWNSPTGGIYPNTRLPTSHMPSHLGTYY
#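 His-tagged ERG Ets domain (1 uM in the protein solution; 300mM KCl, 50mM Tris-HCl, 1mM EDTA, 1mM DTT, pH 7.5) received compound, then a probe mix of 5 nM fluorescein-DNA and 100nM Texas-615-DNA. Fluorescence polarization was read for both dyes.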
# RGS4 inh: Inhibitors of Regulator of G Protein Signaling (RGS) 4: qHTS; Regulator of G-protein signaling 4 (Homo sapiens), P49798; Transcreener GDP fluorescence polarization, RGS4-accelerated GTP hydrolysis; Potency, µM (doses to about 114 µM), without a hit: top-dose activity change, negative = inhibition, actives largely listed as inhibitors; hit rate 0.039% among 390,000; AID 504845, 2011; note: potency is the fitted concentration of half-maximal effect; % is set by controls: 0 for no effect and ±100 for the full control effect; nearly all actives have a fitted effect of over 75% in size; some results filed as inactive show a strong effect at the top dose
# Target sequence (P49798 whole entry, looked up): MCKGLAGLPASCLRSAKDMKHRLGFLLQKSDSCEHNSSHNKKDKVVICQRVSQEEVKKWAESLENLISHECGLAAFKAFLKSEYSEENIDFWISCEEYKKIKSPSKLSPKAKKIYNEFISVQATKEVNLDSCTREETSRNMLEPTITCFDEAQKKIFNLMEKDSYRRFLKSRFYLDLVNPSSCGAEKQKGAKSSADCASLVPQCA
#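 MLSMR compounds (23 nl, pin-transferred) preincubated 10 min at room temperature with a 500nM (2x) first reagent, then RGS4 at 900nM (2x) plus Transcreener GDP mix added; fluorescence polarization (620/688 nm) read before and after 90 min at 30 °C.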
# 12-LOX inh: Primary qHTS assay for inhibitors of human arachidonate 12S-lipoxygenase (ALOX12): Round 2; Polyunsaturated fatty acid lipoxygenase ALOX12 (Homo sapiens), P18054; purified 12hLO, xylenol orange hydroperoxide absorbance; Potency, µM (highest dose often 108 µM), without a hit: top-dose activity change, negative = inhibition, actives largely listed as inhibitors; hit rate 1.1% among 580,000; AID 1671190, 2021; note: potency is the fitted concentration of half-maximal effect; % is set by controls: 0 for no effect and ±100 for the full control effect
#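 Purified human 12hLO at 150 nM in 25 mM Hepes, 0.01% Triton X-100, pH 7.0, preincubated 15 min at room temperature with compound. Reaction started with 40 uM arachidonic acid, 30 min at room temperature. Hydroperoxide measured by Fe-xylenol orange, 573/405 nm absorbance ratio.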
# Vif-A3F inh: qHTS for Inhibitors of Vif-A3F Interactions: qHTS | Potency, µM (series often up to 46.1 µM), for the others: at the top dose activity, negative = active | HeLa A3F-eYFP + Vif (tagged APOBEC3F with the HIV-1 protein that degrades it), YFP fluorescence increase | hit rate 0.2% among 390,000; note: potency is the fitted concentration of half-maximal effect; % of control where 0% means no effect; nearly all actives have a fitted effect of over 65% in size
#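 HeLa cells stably expressing A3F-eYFP plus Vif, plated and incubated overnight at 37 deg C, then exposed to compounds overnight at 37 deg C. Blocked degradation read as raised yellow fluorescence (Ex 488/Em 500-530).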
# Glioma ERSR ind: qHTS for Inducers of the Endoplasmic Reticulum Stress Response (ERSR) in Human Glioma: qHTS. hit rate 0.02% among 420,000. U87-MG GRP78 promoter luciferase reporter, 16 h. Potency, µM, for inactives: at the highest dose activation, hits mostly activators. AID 602332, 2012; note: potency is the fitted concentration of half-maximal effect; series mostly up to about 76 µM; % of control where 0% means no effect; nearly all actives have a fitted effect of over 35% in size
#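 ERSR induction read as luciferase luminescence (Bright-Glo, 10 min at room temperature) in stably transfected human U87-MG glioma cells exposed to compounds for 16 h, using GRP78 as sensor.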
# LDHA block: qHTS assay for inhibitors of human lactate dehydrogenase | hit rate 0.15% among 480,000 | purified LDHA, NADH/diaphorase-resazurin fluorescence; active compounds read low | activity change, % (values are at about 110 or 230 µM) | AID 1347041, 2019 | L-lactate dehydrogenase A chain (Homo sapiens), P00338; in the data active = activity change below about -30%; inconclusive = mostly about -25% to -30%;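 note: plate controls were DMSO wells for no effect and wells without enzyme for full effect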
#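 Human LDH5 at 2 nM final in Tris HCl pH 7.4 with 0.06 mM NADH and 0.2 mM pyruvate, reacted 5 minutes at room temperature. Remaining NADH coupled via diaphorase/resazurin; resorufin fluorescence read at 0 and 20 minutes, normalized to enzyme-free and DMSO wells.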
# D2 ag: HTS Assay for Allosteric Agonists of the Human D2 Dopamine Receptor: Primary Screen for Agonists; D(2) dopamine receptor (Homo sapiens), P14416; HEK293 T-REx D2 cells, calcium flux agonist mode; activation, % at 2 µM; hit rate 0.53% among 340,000; AID 485358, 2010;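 active = activation over 3 SD above normal in the single-dose calcium agonist read, cut at about 30% in these data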; note: 0% is about no effect
#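 In this primary screen, compounds producing a positive calcium signal within 180 s of addition to tetracycline-induced, force-coupled HEK293 Trex D2 cells are flagged; cells are dye-loaded with a no-wash calcium kit beforehand.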
# D2 antag: HTS Assay for Allosteric Antagonists of the Human D2 Dopamine Receptor: Primary Screen for Antagonists; HEK293 TREx D2 cells, calcium flux, dopamine EC80; inhibition, % at 10 µM; hit rate 2% among 340,000; D(2) dopamine receptor (Homo sapiens), P14416; in the data active = inhibition above about 30%; note: 0% is about no effect
#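 Antagonism is scored as inhibition of an EC80 dopamine-evoked calcium signal in a force-coupled, tetracycline-inducible HEK293 T-REx D2 line, with compound present 180 s before agonist.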
# Active calls of the source: *; i = inactive; ? = inconclusive; . = not tested or not shown; & = joins results of further samples; ! = a repeat was not active; [ ] = another dose, or the depositor's remark. Unless noted, calls come from the whole dose curve; as a rule, active = well fitted curve in the direction sought with a large enough effect; inconclusive = small, poorly fitted or top-dose-only effect, or another doubt; inactive = no such curve, though single readings can be large; an effect the other way counts as inactive or inconclusive.
SMILES,Vif-A3G inh,ERG Ets-DNA blk,RGS4 inh,12-LOX inh,Vif-A3F inh,Glioma ERSR ind,LDHA block,D2 ag,D2 antag
CCC1CN(C(=O)Nc2cc(C)cc(C)c2)c2ccccc2O1 (centres undefined),-4%,0%,-12%,-4%,-3%,-5%,-4,0.3,.
COC(=O)[C@]1(Cc2ccccc2)N[C@H](CN(C)C(=O)c2ccc(C)cc2)[C@@H]2C(=O)N(Cc3ccccc3)C(=O)[C@@H]21,1%,-6%,6%,8%,4%,-2%,-6,.,.
O=C1[C@@H]2Cc3c([nH]c4ccccc34)C(c3ccccc3)N2C(=O)CN1C1CCN(Cc2ccccc2)CC1 (some centres undefined),3%,1%,-31%,37%[activator],9%,-1%,3,-2.6,-10
CS(=O)(=O)c1cccc(-c2nnc(NC(=O)C3=COCCO3)o2)c1,-4%,4%,-9%,-15%,-10%,-2%,3,-0.1,-2
Cc1cccc(NC(=O)CSCC(=O)Nc2sccc2C#N)c1,-4%,15%,7%,-2%,1%,0%,-5,0.9,-7
O=C(NCc1ccccc1)NC1CC2CCC(C1)N2Cc1ccco1 (centres undefined),-1%,-13%,-10%,-1%,-7%,-2%,-2,0.6,-21
Cc1cnc([N+](=O)[O-])n1CCOC(=O)NC(=O)c1ccc(F)cc1,0%,6%,-5%,1%,4%,-7%,-3,0.1,6
CCOc1ccc(C(=O)N2CCN(Cc3ccccc3)CC2)cc1OCC,0%,-1%,27%,2%,6%,-5%,-1,0.0,2
CCCCN(CCCC)C(=O)c1nsnc1-c1ccccc1O,1%,2%,3%,12%,-10%,2%,-3,0.4,-11
Cc1cccc(NS(=O)(=O)c2cc(Cl)ccc2Cl)n1,5%,-10%,?,7%,0%,-2%,0,.,.
CCOc1ccc(N2CC(O)Cn3c2nc2c3c(=O)n(CCCc3ccccc3)c(=O)n2C)cc1 (centres undefined),-29%,1%,-1%,1%,1%,-3%,-3,0.5,-14
COc1cc(CNc2ncnc3c2[nH]c2ccc(C)cc23)cc(OC)c1,-9%,5%,18%,?,-8%,-1%,-5,0.1,10
Nc1nc(NCc2ccco2)nc(N2CCCCC2)c1[N+](=O)[O-],-17%,-12%,-33%,-1%,-25%,0%,8,0.1,-13
CCCc1nn2c(=O)cc(COC(=O)CNC(=O)COc3ccc(C)cc3)nc2s1,5%,2%,0%,-7%,2%,0%,-3,1.2,.
C(=C\c1ccccc1)/CN1CCN(C(c2cccc3ccccc23)c2nnnn2C2CCCC2)CC1 (centres undefined),0%,.,.,2%,.,-5%,-5,.,.
Oc1ccc(CNc2ccccc2F)c2cccnc12,-9%&-4%,2%,-41%,2.2µM*!,0%,-1%&-2%,-4&12,-0.9,4
O=C(CSc1nnc2ccc(-c3cccnc3)nn12)Nc1cccc(F)c1,-5%,3%,-34%,-7%,6%,-4%,-5,1.8,7
O=C(CN1C(=O)C(=O)c2ccccc21)OCN1C(=O)c2ccccc2C1=O,1%,3%,?,-13%,0%,-4%,20,-0.2,-5
C/C(=N\NC(=O)Cc1c(C)[nH][nH]c1=O)c1cccc(Br)c1,-5%,2%,-2%[11.4 µM],11%,2%,-5%,-2,-0.7,1
O=C(Nc1ccc2ccccc2c1)c1ccc(Cl)cc1,2%,-2%,-16%,2%,-16%,1%,-2,-0.4,3
CCn1c(N2CCC(Cc3ccccc3)CC2)nc2c1c(=O)[nH]c(=O)n2C,-2%,10%,-25%[11.4 µM],?,-3%,-2%,10,1.4,-6
O=C1CC2(CCN(C(=O)COc3ccc(Cl)cc3)CC2)Oc2ccccc21,-1%,6%,-18%,?,2%,0%,-7,-0.7,-9
CN1C(C(=O)NCc2cccc(Br)c2)CC2Cn3c(nc4cc(Cl)c(Cl)cc43)C21 (centres undefined),2%,-2%,6%,?,-10%,-2%,0,0.5,0
Cc1ccc(NCC(=O)c2ccccc2)cc1Cl,-6%,3%,-34%,?,-3%,2%,-7,0.3,15
O=C(NCCCn1ccnc1)c1sc2cc([N+](=O)[O-])ccc2c1Cl,-6%,.,.,?,0%,2%,1,.,.

# 12-LOX inh: hit marks shown above.
SMILES	Vif-A3G inh	ERG Ets-DNA blk	RGS4 inh	12-LOX inh	Vif-A3F inh	Glioma ERSR ind	D2 antag
Oc1ccc(CNc2ccccc2F)c2cccnc12	-9%&-4%	2%	-41%	2.2µM*!	0%	-1%&-2%	4

# Looked up by compound from the list above:
SMILES,Vif-A3G inh,ERG Ets-DNA blk,RGS4 inh,12-LOX inh,Vif-A3F inh,Glioma ERSR ind,LDHA block,D2 ag,D2 antag
CN1C(C(=O)NCc2cccc(Br)c2)CC2Cn3c(nc4cc(Cl)c(Cl)cc43)C21 (centres undefined),2%,-2%,6%,?,-10%,-2%,0,0.5,0
COC(=O)[C@]1(Cc2ccccc2)N[C@H](CN(C)C(=O)c2ccc(C)cc2)[C@@H]2C(=O)N(Cc3ccccc3)C(=O)[C@@H]21,1%,-6%,6%,8%,4%,-2%,-6,.,.

# Remaining list, next part
SMILES,Vif-A3G inh,ERG Ets-DNA blk,RGS4 inh,12-LOX inh,Vif-A3F inh,Glioma ERSR ind,LDHA block,D2 ag,D2 antag
Cc1ccc(-c2c(C)n([O-])c3c([n+]2=O)CCCC3)o1,-2%,-3%,2%,11%,1%,-5%,0,.,.
O=S(=O)(Nc1cccc2ccccc12)c1cccs1,-6%,6%,-11%,-13%,-6%,3%,2,-0.2,-17
COc1c(Br)cc(Br)cc1C(=O)O,0%,3%,13%,14%,2%,0%,-5,-2.4,16
CC(C)(C)OC(=O)N1CCCC(C(=O)Nc2cccc(C(=O)NC3CC3)c2)C1 (centres undefined),0%,1%,12%,29%,-9%,-3%,4,.,.
O=C(CN1CCCc2ccccc21)NCc1ccc2c(c1)OCO2,1%,-5%,24%,0%,-11%,-1%,9,1.8,0
O=C(NNC(=S)Nc1ccc(Cl)cc1)c1ccccc1,2%,-8%,-24%,i,-3%,9%,-6,-0.4,2
Cc1cccc(C)c1NC(=O)[C@@]1(CC(=O)O)CC(/C=C/c2ccccc2)=NO1,-14%,-8%,-18%,0%,-13%,-2%,-1,0.7,4
N#CC1=C(N)C(C#N)(C#N)C(c2ccncc2)C2CN(C(=O)OCc3ccccc3)CC=C12 (centres undefined),?,-20%,-54%,24%,-4%,-14%,-7,1.8,-21
Cc1ccc2c(Cl)c(C(=O)NCC3CCCO3)sc2c1 (centres undefined),-1%,4%,30%,14%,-6%,5%,1,0.6,6
COC(=O)[C@H](CC(C)C)NC(=O)NC1CCCc2ccccc21 (some centres undefined),1%,-5%,-4%,19%,-5%,1%,2,-0.6,5
COC(=O)N/N=C/c1cc(C)n(-c2cccc3ccccc23)c1C,-22%,0%,-20%,-7%,-5%,-4%,-2,0.9,0
COc1ccc2oc(=O)c(C(=O)NCc3ccc(F)cc3)cc2c1,0%,-6%,-6%,-28%,-25%,-4%,-7,1.1,-16
C[C@@H]1C[C@H]2[C@@H]3CCC4=CC(=O)C=C[C@]4(C)[C@@]3(F)[C@@H](O)C[C@]2(C)[C@H]1C(=O)CO,2%,16%,-17%,-9%,1%,-3%&-3%,-13,1.6,-11
Cc1ccc(C)c2[nH]c(=O)c(CN(Cc3ccc4c(c3)OCO4)Cc3nnnn3Cc3ccco3)cc12,-8%,-3%,-15%,?,1%,0%,-2,0.9,16
O=C(Nc1ccc(F)cc1)NC1CCCCC1,-3%,.,25%,1%,1%,2%,-13,-1.3,6
Cc1ccccc1OCc1nnc(SCc2cc(=O)c3ccccc3[nH]2)n1C,-2%,3%,0%,-24%,-3%,-4%,-6,-0.7,.

# A different layout for part of the listing above.
# Every second line gives: Vif-A3G inh | ERG Ets-DNA blk | RGS4 inh | 12-LOX inh | Vif-A3F inh | Glioma ERSR ind | LDHA block | D2 ag | D2 antag
O=C(CN1C(=O)C(=O)c2ccccc21)OCN1C(=O)c2ccccc2C1=O
 : 1% | 3% | ? | -13% | 0% | -4% | 20 | -0.2 | -5
C/C(=N\NC(=O)Cc1c(C)[nH][nH]c1=O)c1cccc(Br)c1
 : -5% | 2% | -2%[11.4 µM] | 11% | 2% | -5% | -2 | -0.7 | 1
O=C(Nc1ccc2ccccc2c1)c1ccc(Cl)cc1
 : 2% | -2% | -16% | 2% | -16% | 1% | -2 | -0.4 | 3
CCn1c(N2CCC(Cc3ccccc3)CC2)nc2c1c(=O)[nH]c(=O)n2C
 : -2% | 10% | -25%[11.4 µM] | ? | -3% | -2% | 10 | 1.4 | -6

# Source: PubChem BioAssay (National Center for Advancing Translational Sciences (NCATS))

# Only part of the results is shown (hit frequency here may not be typical).
